# Screens from PubChem BioAssay.
# UTI89 phage lysis: protection from phage-mediated lysis, alamar blue read-out – E. coli UTI89, K1F phage, bacterial capsule biogenesis inhibitors (AID 488966). E. coli UTI89 K1F phage lysis, alamar blue, 2 h; higher % means a stronger effect. inhibition, % at 100 µM; hits with a dose series show IC50 in µM. actives 0.02% (n = 340,000);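 active = phage lysis inhibition, versus mean bacterial control, above a set limit; inconclusive = no clear call, values can overlap the other calls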;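 note: capsule biogenesis inhibitors block K1F phage lysis so surviving cells raise fluorescence; higher fluorescence means more inhibition of phage lysis; actives were called in the ten point dose series up to 300 µM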
# RSV antiviral HEp-2: inhibition of RSV-induced cytopathic effect – HEp-2 cells, primary 10 µM value included (AID 2391) | actives 0.13% (n = 310,000) | CPE inhibition, % at 10 µM, or IC50 in µM where a hit was titrated | HEp-2 cells, RSV-induced CPE inhibition; higher % means a stronger effect; in the data active = a potency from the dose series; inconclusive = CPE inhibition mostly from about 23% at the one dose, without a potency; inactive = the rest, 99 in 100 with CPE inhibition below about 21%; note: strong numbers were not always called active
# Rac1 GTP hydrolysis: MgcRacGAP GTPase-activating activity inhibitors, confirmation, biochemical, ADP Hunter fluorescence; MgcRacGAP-stimulated Rac1 GTP hydrolysis, ADP Hunter fluorescence; higher % means a stronger effect; GST-tagged Rac1 F28L mutant substrate; inhibition, % at 30 µM, or IC50 in µM where a hit was titrated; actives 0.6% (n = 340,000);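 active = first-screen hits whose inhibition reached a set limit at any dose in the follow-up dose series; inconclusive = inhibition above the set first-screen limit but never retested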;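 note: fluorescence reports GDP produced by GAP-driven GTP hydrolysis; strong numbers were not always called active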
# HIV peptide binding: inhibitors of HIV fusion peptide binding, primary screen, biochemical, uHTS, fluorescence dequenching (AID 1986); cell-free peptide binding, fluorescence dequenching, 30 min; higher % means a stronger effect; one-dose inhibition, % at 20 µM; IC50 in µM for titrated hits; actives 0.3% (n = 290,000); in the data active = inhibition mostly above about 52%, no sharp cut-off; inactive = mostly below about 76%; note: some results filed as inactive read as strong as hits
# NS5 inhibitors: flavivirus cap methylation enzyme inhibition – biochemical, confirmation dose response, primary screen (AID 588689); Dengue-2 NS5 methyltransferase capping enzyme assay, biochemical; higher % means a stronger effect; inhibition, % at 25 µM; hits with a dose series show IC50 in µM; actives 0.3% (n = 340,000); in the data active = a potency from the dose series; inconclusive = inhibition above about 29% without an active follow-up result
# Large T inhibition: TAg ATPase/helicase activity blockers – biochemical (AID 1903) | SV40 large T antigen ATPase/helicase inhibition assay; higher % means a stronger effect | inhibition, % at 20 µM; hits with a dose series show IC50 in µM | actives 0.39% (n = 310,000); in the data active = a potency from the dose series; inconclusive = inhibition mostly from about 32% at the one dose, without a potency; inactive = the rest, 99 in 100 with inhibition below about 32%; note: strong numbers were not always called active
# GPR55 antagonists: GPR55 antagonists blocking LPI-driven arrestin recruitment, primary screen, imaging, U2OS, beta-arrestin-GFP, LPI agonist (AID 2013) | U2OS GPR55 beta-arrestin-GFP translocation imaging, LPI antagonism; higher % means a stronger effect | inhibition, % at 10 µM, or IC50 in µM where a hit was titrated | actives 0.13% (n = 290,000);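 active = spots per cell inhibited over 60%, with over 100 cells counted and total cytoplasm intensity under 500,000; inconclusive = wells with under 100 cells, flagged as likely toxic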;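 note: U2OS cells stably carrying GPR55 and arrestin-GFP stimulated by 5 µM LPI near EC80; imaged beta-arrestin-GFP aggregate spots per cell after agonist stimulation; plate controls were LPI-stimulated DMSO wells for no effect and DMSO wells without LPI for full effect; some results filed as inactive read as strong as hits; confirmed hits need IC50 under 10 µM and bright autofluorescent wells are also inconclusive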
# GPR35 arrestin U2OS: inhibition of zaprinast-stimulated GPR35 beta-arrestin translocation – imaging, U2OS, beta-arrestin-GFP, zaprinast agonist, primary screen (AID 2058); U2OS GPR35 beta-arrestin-GFP translocation imaging, zaprinast antagonism; higher % means a stronger effect; inhibition, % at 10 µM, or IC50 in µM where a hit was titrated; actives 0.052% (n = 290,000);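 active = inhibition of at least 50% with at least 30 cells and total cytoplasm GFP at most 10,000,000; inconclusive = under 30 cells or total GFP of 10,000,000 plus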
# PhoP inhibition: inhibitors of PhoP regulon expression, primary screen, Salmonella Typhimurium, GFP reporter (AID 1863); S. Typhimurium PhoP-regulated promoter GFP reporter, 4 h; higher % means a stronger effect; inhibition, % at 50 µM, or IC50 in µM where a hit was titrated; actives 0.16% (n = 300,000);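 active = inhibition over 29.93%, a cutoff 3 SD above the screen mean, later confirmed by dose response; inconclusive = inhibition over 29.93% but no dose response follow-up; inactive = inhibition at most 29.93% or unconfirmed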;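 note: 0% = low Mg2+ inducing control and 100% = high Mg2+ repressing control; strong numbers were not always called active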
# NS5 inhibitors pilot replicate: also measured in NS5 inhibitors; calls as there; inhibition, %; measured here: pilot screen replicate inhibition
# An asterisk follows results filed as active; ? = inconclusive; . = no result given; [ ] = another dose, or the depositor's remark.
# Preview, 2 compounds:
SMILES,UTI89 phage lysis,RSV antiviral HEp-2,Rac1 GTP hydrolysis,HIV peptide binding,NS5 inhibitors,Large T inhibition,GPR55 antagonists,GPR35 arrestin U2OS,PhoP inhibition,others
CCc1c(C)c(C#N)c2nc3ccccc3n2c1Cl,.,.,.,4.0%,.,-6%,-24%,-7%,-12%,
On1nnc2ccccc21,0.1%,0.9%,-8%,-1.1%,6%,6%,-16%,14%,1%,

# Main list, previewed entries included:
SMILES,UTI89 phage lysis,RSV antiviral HEp-2,Rac1 GTP hydrolysis,HIV peptide binding,NS5 inhibitors,Large T inhibition,GPR55 antagonists,GPR35 arrestin U2OS,PhoP inhibition,others
CCc1c(C)c(C#N)c2nc3ccccc3n2c1Cl,.,.,.,4.0%,.,-6%,-24%,-7%,-12%,
On1nnc2ccccc21,0.1%,0.9%,-8%,-1.1%,6%,6%,-16%,14%,1%,
CCc1ccccc1OCc1nnc(N)s1,0.0%,?,6%,4.2%,6%,1%,4%,-3%,-5%,
CCOc1ccc(-c2c(C(=O)N/N=C/c3cccs3)nnn2-c2nonc2N)cc1,0.7%,0.9%,7%,1.8%,-15%,4%,2%,8%,2%,
O=C(O)/C(=C\c1cccs1)Sc1nnc(-c2ccc(F)cc2)o1,0.0%,0.6%,2%,0.6%,-2%,21%,2%,6%,3%,
COc1ccccc1OCCNC(=O)C1CC(=O)N(Cc2ccc(C)cc2)C1 (configuration not stated),0.7%[50 µM],0.4%,6%,.,-1%,11%,.,.,3%,
O=C(N/N=C/c1ccsc1)c1ccc2c(c1)OCO2,0.3%[50 µM],0.7%,6%,.,-4%,.,.,.,.,
COc1ccc(NC(=O)Cc2coc3cc(C)c(C(C)C)cc23)cc1S(=O)(=O)N1CCOCC1,4.5%,3.7%,2%,0.1%,-4%,3%,-3%,0%,-4%,
CCOC(=O)c1ccc(NS(=O)(=O)c2ccc(Cl)nc2)cc1,.,1.6%,.,1.8%,.,-3%,-4%,4%,3%,
COCCOC1CCN(C(=O)C2CCC(=O)N(CCc3cccc(F)c3)C2)CC1 (configuration not stated),0.0%,1.3%,10%,-1.0%,-6%,11%,4%,-4%,3%,
Cc1nc(NC(=O)c2ccco2)sc1C(=O)Nc1ccc(Br)cc1,>75µM*,0.5%,-5%,2.8%,-3%,3%,24%,-1%,-4%,
CCOC(=O)c1c(C)[nH]c(C)c1C(=O)COc1ccc(NC(=O)c2ccco2)cc1,-0.4%,2.0%,20%,-2.8%,1%,14%,7%,-11%,-1%,
Cc1ccc(Oc2c(F)c(F)nc(N3CCCC3)c2F)cc1,1.0%[50 µM],0.8%,12%,0.0%,-4%,-2%,4%,-13%,-19%,
COc1ccc(/C(O)=C2\C(=O)C(=O)N(Cc3ccco3)C2c2ccc(OC)cc2OC)cc1 (configuration not stated),0.1%,3.0%,22%,-1.8%,25%,6%,30%,-1%,1%,
NC(=O)C1CCCN(S(=O)(=O)c2ccc3ccccc3c2)C1 (configuration not stated),0.1%[50 µM],3.5%,3%,1.0%,-2%,6%,5%,-11%,1%,
O=C(NC1CCCC1)C1CCCN(S(=O)(=O)c2ccc(-n3cnnn3)cc2)C1 (configuration not stated),4.5%,0.4%,10%,1.4%,-1%,11%,10%,-24%,4%,
COc1cc(-c2nc3cnccn3c2Nc2ccc(C)cc2)ccc1O,1.3%,1.5%,29µM*,16%,-6%,37%,4%,-3%,5%,
Cc1cc(C)c2c(c1)c(C)cc1nnc(SCC(=O)NCc3ccco3)n12,-0.6%,26%,14%,4.1%,1%,13%,3%,-9%,3%,
O=S(=O)(NCCN1CCOCC1)c1cc(Cl)ccc1Cl,-1.0%,0.3%,13%,-0.4%,.,9%,6%,-12%,2%,
O=C(CN1CCN(S(=O)(=O)c2ccc(F)cc2)CC1)Nc1ccc(F)cc1F,0.7%,0.2%,5%,-0.1%,-10%,9%,5%,21%,4%,
N=c1c2c(-c3ccccc3)c(-c3ccccc3)n(Cc3ccco3)c2ncn1CCCO,.,1.3%,.,-3.5%,.,7%,22%,12%,-4%,
O=C(NC1CCN(S(=O)(=O)c2ccc(F)cc2)CC1)c1ccc(F)cc1,0.9%,0.0%,10%,-0.9%,-1%,1%,10%,29%,8%,
COc1cc(NC(=O)c2cc3c(C)nc4ccccc4c3o2)cc(OC)c1OC,0.9%,3.8%,7%,2.9%,-2%,6%,-1%,2%,5%,
Cc1cccc(CSCC(=O)NCc2ccc(S(N)(=O)=O)cc2)c1,0.4%,7.3%,7%,0.7%,1%,5%,8%,4%,2%,
COC(=O)[C@@H](NC(=O)O[C@@H]1C(=O)c2ccc(OC)cc2O[C@H]1c1cccc(C(F)(F)F)c1)C(C)C,.,2.0%,.,-0.5%,.,8%,7%,1%,2%,
Cc1ccc(S(=O)(=O)Nc2nc(-c3ccc(F)cc3)cs2)cc1,0.2%,11%,13%,20%,71µM*,21%,8%,3%,-9%,
O=C(NCCOc1ccccc1)c1ccccc1NC(=O)C1CCCO1 (configuration not stated),2.8%,-0.1%,1%,-1.9%,-5%,-2%,-7%,9%,2%,
C=CCN1C(=O)c2ccc(C(=O)N(CC)CC(=O)Nc3ccc(OC)cc3)cc2C1=O,1.1%[50 µM],-1.8%,3%,.,0%,12%,.,.,-3%,
Cc1ccccc1NC(=O)c1c(C)nc(SCC(=O)OCc2ccccc2)c(C#N)c1-c1ccc(F)cc1,1.9%,2.8%,9%,2.3%,-3%,26%,11%,20%,-5%,
CN(C)S(=O)(=O)c1cccc(C(=O)OCC(=O)N2CCCC2=O)c1,0.0%,0.7%,8%,2.0%,-2%,7%,15%,-9%,0%,
CCOC(=O)[C@H]1[C@H]2COc3ccc(Cl)cc3[C@@H]2N2C(=O)c3ccc(C)cc3NC(=O)[C@@]12C,0.4%,5.0%,4%,.,-2%,11%,.,.,.,
CCN1CCN(c2cc(C)nc(-c3ccccc3O)n2)CC1,0.1%,3.4%,9%,-2.3%,-5%,18%,0%,-14%,2%,
Cc1ccc(CC2C(=O)N(c3ccc(C)cc3)C(=O)C2C)cc1 (configuration not stated),0.6%,0.4%,-11%,1.6%,-4%,8%,10%,17%,5%,
COc1ccc(CCNC(=O)CSc2nnc(CNc3ccc(Cl)cc3)o2)cc1OC,0.3%,-0.6%,10%,-1.8%,4%,6%,1%,-13%,-7%,NS5 inhibitors pilot replicate=-0.6
O=C1CCC(C(=O)OCC(=O)c2ccccc2)N1 (configuration not stated),-0.2%,4.4%,7%,1.1%,-8%,-3%,-8%,1%,9%,
Cc1nc2scc(C)n2c(=O)c1S(=O)(=O)NCc1ccc(F)cc1,0.3%,2.2%,8%,0.8%,-11%,2%,14%,16%,-1%,
CCOC(=O)c1ccc(NC(=O)c2nc(S(=O)(=O)Cc3ccccc3)ncc2Cl)cc1,-0.3%,-2.3%,10%,-0.9%,-59%,17%,12%,15%,-19%,
CC(=O)c1ccc(NC(=O)C2=CC(c3ccc4c(c3)OCO4)=NS(=O)(=O)N2C)cc1,0.1%,18%,5%,-2.9%,-5%,2%,-6%,10%,0%,
O=C(O)C1CCCN(S(=O)(=O)c2ccc(Cl)s2)C1 (configuration not stated),3.1%,0.8%,1%,0.6%,3%,2%,-7%,11%,8%,
CCN(C(=S)Nc1cc(S(=O)(=O)N2CCOCC2)ccc1Cl)c1cccc2ccccc12,5.7%,9.1%,23%,2.8%,33%,10%,-3%,-9%,5%,
Cc1noc(C)c1COC(=O)c1cccc(N(C)C)c1,0.0%,38%,5%,0.7%,-6%,1%,3%,-8%,5%,
COc1ccc(NC(=O)CCCCC#Cc2ccccc2)cc1,2.4%,3.4%,4%,.,3%,9%,.,.,-4%,
C=CC(C)N1C(=O)S/C(=C\c2ccc(N3CCOCC3)cc2C)C1=O (configuration not stated),4.6%,3.2%,5%,1.0%,-2%,4%,13%,-2%,-40%,

# Ordered by molecular weight (ascending): some entries from above.
SMILES,UTI89 phage lysis,RSV antiviral HEp-2,Rac1 GTP hydrolysis,HIV peptide binding,NS5 inhibitors,Large T inhibition,GPR55 antagonists,GPR35 arrestin U2OS,PhoP inhibition,others
O=C1CCC(C(=O)OCC(=O)c2ccccc2)N1 (configuration not stated),-0.2%,4.4%,7%,1.1%,-8%,-3%,-8%,1%,9%,
CCOC(=O)c1ccc(NC(=O)c2nc(S(=O)(=O)Cc3ccccc3)ncc2Cl)cc1,-0.3%,-2.3%,10%,-0.9%,-59%,17%,12%,15%,-19%,
COc1ccc(CCNC(=O)CSc2nnc(CNc3ccc(Cl)cc3)o2)cc1OC,0.3%,-0.6%,10%,-1.8%,4%,6%,1%,-13%,-7%,NS5 inhibitors pilot replicate=-0.6

# Of the compounds above, 4 contain an aryl thioether with sulfur outside any ring:
SMILES,UTI89 phage lysis,RSV antiviral HEp-2,Rac1 GTP hydrolysis,HIV peptide binding,NS5 inhibitors,Large T inhibition,GPR55 antagonists,GPR35 arrestin U2OS,PhoP inhibition,others
O=C(O)/C(=C\c1cccs1)Sc1nnc(-c2ccc(F)cc2)o1,0.0%,0.6%,2%,0.6%,-2%,21%,2%,6%,3%,
Cc1cc(C)c2c(c1)c(C)cc1nnc(SCC(=O)NCc3ccco3)n12,-0.6%,26%,14%,4.1%,1%,13%,3%,-9%,3%,
Cc1ccccc1NC(=O)c1c(C)nc(SCC(=O)OCc2ccccc2)c(C#N)c1-c1ccc(F)cc1,1.9%,2.8%,9%,2.3%,-3%,26%,11%,20%,-5%,
COc1ccc(CCNC(=O)CSc2nnc(CNc3ccc(Cl)cc3)o2)cc1OC,0.3%,-0.6%,10%,-1.8%,4%,6%,1%,-13%,-7%,NS5 inhibitors pilot replicate=-0.6
